Screening results (PubChem BioAssay)
tim10-1 inh: growth inhibitors of tim10-1 mutant yeast; S. cerevisiae tim10-1 ts strain growth, BacTiter-Glo, 24 h; inhibition, % at 20 µM; hit rate 2.2% among 330,000; AID 463190;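 active means inhibition of at least 40%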;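 further: mutant grown at 25 °C; 0% = DMSO wells with yeast and 100% = wells holding no yeast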
tim23-1 inh: inhibits growth of tim23-1 mutant yeast; S. cerevisiae tim23-1 growth, BacTiter-Glo luminescence, 24 h; inhibition, % at 20 µM; hit rate 1.3% among 330,000; AID 463212;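 active means growth inhibition of the mutant yeast at or above 50%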;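 further: temperature-sensitive mutant grown at 25 °C; plate controls were DMSO-treated mutant yeast for no effect and medium wells lacking yeast for full effect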
TIM10 inh: TIM10 yeast growth inhibition; S. cerevisiae TIM10 strain growth, BacTiter-Glo luminescence, 24 h; inhibition, % at 10 µM; hit rate 1.4% among 330,000; AID 463195;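 active means inhibition of 40% or more at the single tested concentration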;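 further: wild-type TIM10 isogenic control strain grown at permissive 25 °C; 0% = DMSO yeast wells and 100% = minimal medium wells without yeast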
NLRP3 yeast inh: blocks the NALP3 inflammasome reconstituted in yeast | hit rate 0.39% among 330,000 | inhibition, % at 10 µM | Yeast reconstituted NLRP3/ASC/caspase-1, beta-gal luminescence, 24 h;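 active means inhibition of 50% or more; inactive means inhibition below 50%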;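 further: plate controls were induced DMSO wells for no effect and uninduced yeast grown without galactose for full effect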
MPTP inh: blocks calcium-induced mitochondrial swelling. isolated mouse mitochondria, Ca2+ swelling absorbance, 30 min. inhibition, % at 10 µM. hit rate 1.4% among 360,000;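 active means inhibition of 50% or more, scaled per plate between neutral and stimulator controls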;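 further: 0% = DMSO wells given calcium and 100% = 1 mM EGTA wells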
APJ agonist: APJ receptor agonism | P35414 | CHO-K1 APJ PathHunter beta-arrestin, luminescence; 0% DMSO wells, 100% apelin | activation, % at 20 µM | hit rate 0.11% among 330,000 | AID 2520;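 active means activation more than six SD over the plate average, tested at 20 µM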;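 further: 0% = DMSO alone and 100% = apelin-13 at 10 nM; some results filed as inactive read as strong as hits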
Target sequence (P35414 whole entry, looked up): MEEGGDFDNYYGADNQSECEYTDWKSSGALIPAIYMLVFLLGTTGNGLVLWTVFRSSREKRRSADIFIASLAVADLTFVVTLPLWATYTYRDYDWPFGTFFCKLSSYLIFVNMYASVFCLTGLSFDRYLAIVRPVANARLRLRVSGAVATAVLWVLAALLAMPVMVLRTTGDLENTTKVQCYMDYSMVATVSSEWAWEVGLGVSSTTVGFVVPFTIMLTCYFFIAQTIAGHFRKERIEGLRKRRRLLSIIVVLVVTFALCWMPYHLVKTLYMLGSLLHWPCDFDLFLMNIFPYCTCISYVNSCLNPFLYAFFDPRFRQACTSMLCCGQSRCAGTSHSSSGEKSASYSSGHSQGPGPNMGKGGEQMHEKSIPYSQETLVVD
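Material: engineered CHO-K1 APJ arrestin reporter cells; amount: 1000 CHO-K1 reporter cells seeded per well; incubation: compound stimulation 90 min at 25 °C, detection 60 min; signal: luminescent beta-gal fragment complementation, chemiluminescent substrate; read-out basis: APJ agonist activity; controls: DMSO-only wells as negative, 10 nM Apelin-13 as positive control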
APJ antagonist: antagonists of human APJ apelin receptor. P35414. CHO-K1 APJ beta-arrestin complementation, luminescence. inhibition, % at 20 µM. hit rate 0.32% among 330,000. AID 2521;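 active means inhibition above about 40% at 20 µM, limit read from the data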;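 further: cells challenged with 10 nM apelin-13 agonist together with compound; plate controls were apelin-13 plus DMSO wells for no effect and DMSO wells lacking apelin-13 for full effect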
MIN6 prolif: inducers of beta-cell replication in MIN6 cells; MIN6 cells proliferation, ATPlite luminescence, 48 h; cells starved in 0.2% serum; 100% = growth in 10% serum; proliferation, % at 10 µM; AID 2380; hit rate 0.29% among 330,000;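 active means compounds whose signal lies at least 3.5 SD above the mean of all wells on their plate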;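 further: 0% = DMSO-treated cells in low-serum medium and 100% = 10% serum control; some compounds called inactive have numbers as strong as hits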
NR3A LBD binder: NR3A (human) ligand-binding domain modulation | NR3A LBD differential scanning fluorimetry, Tm shift; 0% = protein alone, 100% = glycine-bound protein | hit rate 2.5% among 340,000 | Tm shift relative to glycine control, % at 25 µM | AID 1259313;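 active means melting temperature shift of at least 10% of the positive control shift, at one fixed dose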
Numbers without * were called inactive.

For O=C(NCc1ccccc1)c1cc(=O)[nH]c2ccccc12 the results were tim10-1 inh 20, tim23-1 inh -5, TIM10 inh -14, NLRP3 yeast inh 0, MPTP inh 1.0, APJ agonist -3, APJ antagonist 14, MIN6 prolif 1 and NR3A LBD binder -2.
O=C1/C(=C/c2cccs2)N=C(c2cccs2)N1Nc1ccccc1 was read as tim10-1 inh 23, tim23-1 inh 57*, TIM10 inh 30, NLRP3 yeast inh 9, MPTP inh -2.7, APJ agonist -2, APJ antagonist 24, MIN6 prolif -3 and NR3A LBD binder -2.
For Cc1ccc2c(Cl)cc(Cl)c(OCC(=O)Nc3ccc(C)c(S(=O)(=O)N(C)C)c3)c2n1 the results were tim10-1 inh 21, tim23-1 inh -12, TIM10 inh 3, NLRP3 yeast inh -5, APJ agonist 0, APJ antagonist 1 and MIN6 prolif -2.
CCOC(=O)C1CCN(C(=O)COC(=O)CSc2ccc(C(N)=O)cc2[N+](=O)[O-])CC1 was read as tim10-1 inh -19, tim23-1 inh 2, TIM10 inh -3, NLRP3 yeast inh 10, MPTP inh -0.6, APJ agonist -6, APJ antagonist 26, MIN6 prolif -2 and NR3A LBD binder 0.
NC(=O)CCCn1c(C(=O)c2cc(Cl)c(N)c(Cl)c2)c2ccc(C(F)(F)F)cc2[n+]1[O-] was read as tim10-1 inh 8, tim23-1 inh 2, TIM10 inh -5, NLRP3 yeast inh 14, MPTP inh -0.8, APJ agonist 10, APJ antagonist -43, MIN6 prolif -3 and NR3A LBD binder -5.
`O=C(N/N=C/c1cccnc1)c1cc(-c2ccccc2)nc2ccccc12` gave tim10-1 inh -10, tim23-1 inh 17, TIM10 inh -24, NLRP3 yeast inh 22, MPTP inh -0.2, APJ agonist -3, APJ antagonist 1, MIN6 prolif 0 and NR3A LBD binder -3.
Screening COc1ccc(OCC(=O)Nc2cccc(C(C)=O)c2)cc1 returned tim10-1 inh -3, tim23-1 inh 5, TIM10 inh -9, NLRP3 yeast inh 12, MPTP inh -2.0, APJ agonist -1, APJ antagonist -7, MIN6 prolif -2 and NR3A LBD binder -1.
`CCCCN1CC(=O)N2[C@H](c3ccc(Cl)cc3)[C@@H]3C(=O)N(CC)C(=O)[C@@H]3[C@]2(Cc2ccccc2)C1=O` gave tim10-1 inh 30, tim23-1 inh -10, TIM10 inh -3, NLRP3 yeast inh 7, MPTP inh 0.0, APJ agonist -2, APJ antagonist -57, MIN6 prolif 1 and NR3A LBD binder -5.
Screening COC(=O)c1scc(C)c1NC(=O)/C=C/C(=O)O returned tim10-1 inh -18, tim23-1 inh 8, TIM10 inh -3, NLRP3 yeast inh 7, MPTP inh 2.2, APJ agonist -1, APJ antagonist 13, MIN6 prolif 0 and NR3A LBD binder 0.
`CCCCNC(=S)NNC(=O)c1cc(-c2ccncc2)nc2ccccc12` gave tim10-1 inh 30, tim23-1 inh 27, TIM10 inh 18, NLRP3 yeast inh 33, MPTP inh 2.7, APJ agonist -5, APJ antagonist -4, MIN6 prolif 1 and NR3A LBD binder -9.
For O=C(N/N=C/c1cn[nH]c1-c1ccccc1)c1ccco1 the results were tim10-1 inh -12, tim23-1 inh -10, TIM10 inh -7, NLRP3 yeast inh 10, MPTP inh 1.5, APJ agonist -2, APJ antagonist 2, MIN6 prolif -2 and NR3A LBD binder 0.
Cc1ccc(/C=C/C(=O)c2ccc(O)cc2)cc1 was read as tim10-1 inh 0, tim23-1 inh 37, TIM10 inh -8, NLRP3 yeast inh 24, MPTP inh 12, APJ agonist 5, APJ antagonist 2, MIN6 prolif -5 and NR3A LBD binder 2.
`Cc1c(NC(=O)CCN2C(=O)c3ccccc3C2=O)c(=O)n(-c2ccccc2)n1C` gave tim10-1 inh -2, tim23-1 inh 7, TIM10 inh 0, NLRP3 yeast inh 16, MPTP inh -0.6, APJ agonist 0, APJ antagonist 8, MIN6 prolif 1 and NR3A LBD binder 1.
For CC(C)c1nnc(NC(=O)CCC(=O)N2CCN(C3CCCCC3)CC2)s1 the results were tim10-1 inh 16, tim23-1 inh 14, TIM10 inh 16, NLRP3 yeast inh 10, MPTP inh 0.9, APJ agonist 2, APJ antagonist 4, MIN6 prolif -3 and NR3A LBD binder 1.
CCn1cc(C(=O)NCCCN2CC(C)CC(C)C2)c(=O)c2cc(S(=O)(=O)N(C)C3CCCCC3)ccc21 (centres undefined) was read as tim10-1 inh 16, tim23-1 inh 14, TIM10 inh 13, NLRP3 yeast inh 7, MPTP inh -1.6, APJ agonist 0, APJ antagonist 20, MIN6 prolif -7 and NR3A LBD binder -1.
CC(C)(C)C1(O)CC(C(F)(F)F)=NN1C(=O)CCCc1ccccc1 (centres undefined) was read as tim10-1 inh 12, tim23-1 inh 18, TIM10 inh -7, NLRP3 yeast inh 7, MPTP inh 0.5, APJ agonist -1, APJ antagonist 9, MIN6 prolif -1 and NR3A LBD binder 1.
`CCOC(=O)c1cnn(-c2nc(CC)nc3sc4c(c23)CCC4)c1N` gave tim10-1 inh -3, tim23-1 inh -2, TIM10 inh 5, NLRP3 yeast inh 1, MPTP inh 0.9, APJ agonist -1, APJ antagonist 11, MIN6 prolif 1 and NR3A LBD binder 1.
`Cc1ccc(S(=O)(=O)N(C)CC(=O)N2CCc3ccccc32)cc1` gave tim10-1 inh 21, tim23-1 inh 18, TIM10 inh 13, NLRP3 yeast inh 18, MPTP inh 0.5, APJ agonist -4, APJ antagonist -4, MIN6 prolif -1 and NR3A LBD binder -2.
For CCOC(=O)c1ccc(NC(=O)NCc2ccccn2)cc1 the results were tim10-1 inh -1, tim23-1 inh -5, TIM10 inh 3, NLRP3 yeast inh 10, MPTP inh 2.0, APJ agonist -3, APJ antagonist -8, MIN6 prolif -4 and NR3A LBD binder -1.
`O=C(CSc1ccccc1F)NC(=O)NCc1ccco1` gave tim10-1 inh 3, tim23-1 inh -18, TIM10 inh -4, NLRP3 yeast inh 8, MPTP inh 0.6, APJ agonist -2, APJ antagonist 4, MIN6 prolif -2 and NR3A LBD binder -18.
COc1ccc(N2CCN(C(CNS(C)(=O)=O)c3ccco3)CC2)cc1 (centres undefined) was read as tim10-1 inh 7, tim23-1 inh -1, TIM10 inh 8, NLRP3 yeast inh -14, MPTP inh -0.6, APJ agonist -3, APJ antagonist 14, MIN6 prolif 2 and NR3A LBD binder 1.
For Cc1cc(-c2csc(N)n2)c(C)n1Cc1ccco1 the results were tim10-1 inh 2, tim23-1 inh 7, TIM10 inh 1, NLRP3 yeast inh 25, MPTP inh 0.2, APJ agonist -2, APJ antagonist 9, MIN6 prolif -2 and NR3A LBD binder -3.
COc1cc2[nH]c(=O)n(Cc3ccc(C(=O)NCCCN4CCN(C)CC4)cc3)c(=O)c2cc1OC was read as tim10-1 inh -6, tim23-1 inh 11, TIM10 inh 6, NLRP3 yeast inh 15, MPTP inh -1.1, APJ agonist -4, APJ antagonist 1, MIN6 prolif -2 and NR3A LBD binder 1.
For COc1ccc(NC(=O)COC(=O)c2ccc(N3CCCC3=O)cc2)cc1 the results were tim10-1 inh -19, tim23-1 inh -1, TIM10 inh 1, NLRP3 yeast inh 18, MPTP inh 1.2, APJ agonist -5, APJ antagonist -5, MIN6 prolif 4 and NR3A LBD binder -1.
For CCOc1ncccc1C(=O)OCc1ccc([N+](=O)[O-])cc1 the results were tim10-1 inh -15, tim23-1 inh 5, TIM10 inh 9, NLRP3 yeast inh 24, MPTP inh -0.6, APJ agonist -3, APJ antagonist -1, MIN6 prolif 0 and NR3A LBD binder 2.
For CC1CCCN(S(=O)(=O)c2ccc(NC(=O)CN3C(=O)NC(C)(c4ccccc4)C3=O)cc2)C1 (centres undefined) the results were tim10-1 inh -11, tim23-1 inh -3, TIM10 inh 4, NLRP3 yeast inh 9, MPTP inh -0.2, APJ agonist -2, APJ antagonist -30, MIN6 prolif 0 and NR3A LBD binder -6.
O=C(NC1CCN(Cc2ccccc2)CC1)C1CCN(S(=O)(=O)c2cccc([N+](=O)[O-])c2)CC1 was read as tim10-1 inh -12, tim23-1 inh 13, TIM10 inh -10, NLRP3 yeast inh 2, MPTP inh 0.3, APJ agonist 3, APJ antagonist -20, MIN6 prolif -3 and NR3A LBD binder 1.
For CCOC(=O)c1cccc(NC(=O)CCS(=O)(=O)c2cccc3nsnc23)c1 the results were tim10-1 inh 38, tim23-1 inh 10, TIM10 inh -5, NLRP3 yeast inh 11, MPTP inh 1.3, APJ agonist 0, APJ antagonist 5, MIN6 prolif -3 and NR3A LBD binder -2.
For O=S(CC(O)COCc1ccc(Cl)cc1)c1ccccn1 (centres undefined) the results were tim10-1 inh 7, tim23-1 inh -11, TIM10 inh 0, NLRP3 yeast inh 11, MPTP inh 0.1, APJ agonist -3, APJ antagonist 10, MIN6 prolif -2 and NR3A LBD binder 1.
Screening C[C@H](CO)N1C[C@H](C)[C@@H](CN(C)Cc2ccncc2)Oc2c(NS(=O)(=O)c3ccccc3)cccc2C1=O returned tim10-1 inh -6, tim23-1 inh -10, TIM10 inh 3, NLRP3 yeast inh 21, MPTP inh -0.7, APJ agonist -3, APJ antagonist 2, MIN6 prolif -2 and NR3A LBD binder -2.
`COc1ccccc1CNC(=O)CCS(=O)(=O)c1cccc2nonc12` gave tim10-1 inh 17, tim23-1 inh -2, TIM10 inh -1, NLRP3 yeast inh 3, MPTP inh 0.7, APJ agonist -4, APJ antagonist -2, MIN6 prolif 0 and NR3A LBD binder 2.
CCOC(=O)CCc1c(C)nc(-n2[nH]c(C)c(CCO)c2=O)[nH]c1=O was read as tim10-1 inh 0, tim23-1 inh -13, TIM10 inh 4, NLRP3 yeast inh -1, MPTP inh -0.2, APJ agonist 0, APJ antagonist 4, MIN6 prolif 2 and NR3A LBD binder -4.
CC1(C)CC(NC(=O)c2ccc(Br)o2)CC(C)(C)N1 was read as tim10-1 inh -15, tim23-1 inh -1, TIM10 inh -13, NLRP3 yeast inh 9, MPTP inh 0.0, APJ agonist 0, APJ antagonist -14, MIN6 prolif -2 and NR3A LBD binder -1.
CCOC(=O)N1CCN(C(=O)CSc2nc3c(c(=O)n2-c2ccccc2OC)SCC3)CC1 was read as tim10-1 inh 5, tim23-1 inh 6, TIM10 inh 10, NLRP3 yeast inh 4, MPTP inh 0.4, APJ agonist -6, APJ antagonist 0, MIN6 prolif -1 and NR3A LBD binder 0.
For O=C(Nc1cc(-c2ccccc2)nn1C1CCCCC1)c1ccc(Cl)cc1 the results were tim10-1 inh 2, tim23-1 inh 27, TIM10 inh 6, NLRP3 yeast inh 6, MPTP inh 64*, APJ agonist -1, APJ antagonist -2, MIN6 prolif -6 and NR3A LBD binder -2.
`CC(C)(C)NC(=O)c1ccc(NC(=O)C2COc3ccccc3O2)cc1` (centres undefined) gave tim10-1 inh 28, tim23-1 inh 21, TIM10 inh 13, NLRP3 yeast inh 26, MPTP inh 0.6, APJ agonist -4, APJ antagonist 9, MIN6 prolif 0 and NR3A LBD binder 1.
Screening COC(=O)c1ccccc1NC(=O)NCc1ccccn1 returned tim10-1 inh 5, tim23-1 inh 3, TIM10 inh -8, NLRP3 yeast inh 0, MPTP inh 0.2, APJ agonist 3, APJ antagonist 9, MIN6 prolif -1 and NR3A LBD binder 3.
`CN(C)c1ccc(C(=O)OCc2ccc(Br)cc2)cc1` gave tim10-1 inh -7, tim23-1 inh 11, TIM10 inh -3, NLRP3 yeast inh 27, MPTP inh -0.7, APJ agonist 2, APJ antagonist 9, MIN6 prolif 0 and NR3A LBD binder 0.
